KCNH2 WT inh = qHTS for Inhibitors of KCHN2 3.1: Wildtype qHTS | U2OS, BacMam KCNH2, thallium flux FluxOr; hits give low values | activity change, % at 1.84 µM | 340,000 tested, 0.37% active | AID 720551, 2013;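 active = maximum activity change below -70%; inconclusive = maximum activity change between -70% and -50%; inactive = maximum activity change above -50%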; note: % is set by controls: 0 for no effect and ±100 for the full control effect
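U2OS cells were transduced with wild-type KCNH2 virus (2.03 x 10^8 / mL) for 4 h at room temperature, then cultured overnight at 37 C. Thallium flux was read with FluxOr dye. Rate constants were normalized to DMSO controls.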
A-T KAP1 phos = qHTS Assay for Identifying a Potential Treatment of Ataxia-Telangiectasia; 320,000 tested, 0.19% active; Potency, µM (top dose mostly 57.5 µM), inactives show top-dose activation, most hits filed as activators; […] A-T fibroblasts, KAP-1 phosphorylation AlphaLISA; neocarzinostatin DNA damage 30 min before lysis; note: potency is the fitted concentration of half-maximal effect; % of control where 0% means no effect; nearly all actives have a fitted effect of over 45% in size
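hTERT-immortalized A-T patient fibroblasts ([…]), 500 cells/well in OPTI-MEM, 1% FBS, got compounds for 60 min, then NCS for 30 min at 37C. Lysates were then assayed for phospho-KAP-1 by AlphaLISA (anti-pKAP1 donor, anti-KAP1 acceptor beads), 6 hr at 25C.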
FBPA coupling cs = qHTS Assay for Inhibitors of Fructose-1,6-bisphosphate Aldolase from Giardia Lamblia: Coupling assay counterscreen | 290,000 tested, 0.67% active | activity change, negative = inhibition, % at 58.2 µM, hits read low | coupling enzyme system counterscreen, AmpLite Red fluorescence; in the data active = activity change below about -30%; note: % is set by controls: 0 for no effect and ±100 for the full control effect
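Fluorescence at 525 nm excitation and 598 nm emission measured inhibition of the coupled detection system without aldolase. Compounds (at 57.5 uM final) were preincubated 10 min at room temperature with coupling enzyme reagent before a 20 min substrate/AmpLite Red step.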
ASM inhibitor = Inhibitors of Secretory Acid Sphingomyelinase (S-ASM): qHTS. Sphingomyelin phosphodiesterase (Homo sapiens), P17405. placental ASM, HMU-PC fluorogenic substrate, 60 min. Potency, µM (top dose mostly 57.5 µM), for the others: at the highest dose activity change, negative = inhibition, hits mostly inhibitors. 340,000 tested, 0.006% active. AID 504937, 2011; note: potency is the fitted concentration of half-maximal effect
Target sequence (P17405 47-631 limits assumed): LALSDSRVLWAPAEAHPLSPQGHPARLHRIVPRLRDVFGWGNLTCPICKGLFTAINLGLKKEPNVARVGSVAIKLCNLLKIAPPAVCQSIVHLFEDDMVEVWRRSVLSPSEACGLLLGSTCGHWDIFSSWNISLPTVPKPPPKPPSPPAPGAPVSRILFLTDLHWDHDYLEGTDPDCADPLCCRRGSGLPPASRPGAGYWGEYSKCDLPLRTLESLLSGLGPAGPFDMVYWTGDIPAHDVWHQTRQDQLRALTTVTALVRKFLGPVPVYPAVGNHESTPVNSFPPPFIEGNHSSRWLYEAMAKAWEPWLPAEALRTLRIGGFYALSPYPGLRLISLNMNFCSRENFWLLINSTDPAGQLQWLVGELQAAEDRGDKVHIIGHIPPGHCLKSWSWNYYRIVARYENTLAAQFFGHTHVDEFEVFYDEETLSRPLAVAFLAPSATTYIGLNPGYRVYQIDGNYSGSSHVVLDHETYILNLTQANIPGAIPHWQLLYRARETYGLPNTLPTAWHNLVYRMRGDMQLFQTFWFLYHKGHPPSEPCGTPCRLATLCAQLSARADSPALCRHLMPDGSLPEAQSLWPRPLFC
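Steps: dispense placental human ASM, pin compound, wait 10 min at room temperature, add HMU-PC0 substrate at 9 uM final, incubate 60 min at 37 °C, add stop solution raising pH to 10, read fluorescence.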
KCNH2 3.1 inh = qHTS for Inhibitors of KCHN2 3.1: Mutant qHTS. Potassium voltage-gated channel subfamily H member 2, brain isoform KCNH2 3.1 (human). activity change, % (tested at about 1.8 µM). U2OS KCNH2 3.1, thallium flux FluxOr; hits give low values. 340,000 tested, 0.95% active;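 active = maximum activity change below -70%; inconclusive = maximum activity change from -70% to -50%; inactive = maximum activity change above -50%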;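 note: thallium influx rate constant from kinetic fluorescence after stimulation buffer; % is set by controls: 0 for no effect and ±100 for the full control effect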
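Virally transduced U2OS (3.1 isoform, 4 h infection in dark at RT) → overnight 37 C → FluxOr + Red40 in HBSS/HEPES, 45 min → stimulation buffer, 2 min kinetic read → rate constant vs DMSO controls.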
a7 integrin act = qHTS for Activators of Integrin-Mediated Alleviation for Muscular Dystrophy | Potency, µM (top dose mostly 38.3 µM), without a hit: top-dose activation, usual class: activators | AID 624291, 2012 | 350,000 tested, 0.064% active | alpha7betagal myoblasts, beta-gal FDG fluorescence, 48 h;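 note: potency is the fitted concentration of half-maximal effect; 100% = response of the positive control SU9516; nearly all actives have a fitted effect of over 60% in size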
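Alpha7betagal+/- myoblasts (passage 13) were plated 16-24 hr, then exposed to compounds (1:260 dilution of DMSO stock) for 48 hours at 37C. After MPER lysis, β-galactosidase reporter activity was read as FDG fluorescence (ex 480/em 540) after 30 minutes.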
GALK inhibitor = qHTS Assay for Inhibitors of Human Galactokinase (GALK); P51570; Purified GALK, Kinase-Glo residual ATP luminescence; Potency, µM (top dose mostly 57.5 µM), without a hit: at the highest dose activity change, negative = inhibition, actives largely listed as inhibitors; 270,000 tested, 0.007% active; note: potency is the fitted concentration of half-maximal effect; % is set by controls: 0 for no effect and ±100 for the full control effect
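Kinase-Glo Plus luminescence measured ATP left after a 1 h room-temperature reaction. The reaction used 5 nM GALK, 100 uM galactose and 35 uM ATP at pH 8.0 (20 mM HEPES, 5 mM MgCl2, 60 mM NaCl, 1 mM DTT, 0.01% BSA).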
MLL CXXC-DNA inh = qHTS Fluorescence Polarization Assay for Inhibitors of MLL CXXC domain - DNA interaction; MLL-CXXC / FITC-HOXA9 DNA fluorescence polarization; 290,000 tested, 0.037% active; Potency, µM (series often up to 115 µM), without a hit: top-dose activity change, negative = inhibition, actives largely listed as inhibitors; AID 2662, 2010; Histone-lysine N-methyltransferase 2A (Homo sapiens), Q03164; active = well fitted inhibition curve with a large enough effect in the polarisation, with a control signal flat, not every such curve was filed as active; inconclusive = small, poorly fitted or top-dose-only effect, or effect the other way, or a change in a side signal; inactive = no such curve, though single readings can be large or run the other way; the % refers to the polarisation; note: potency is the fitted concentration of half-maximal effect
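Steps: dispense CXXC domain solution (7 uM) → pin compounds or unlabeled HOX-A9 DNA control → 5 min ambient → add FLSN-HOX-A9 solution (50 nM) → spin → 30 min ambient → fluorescence polarization. Tris pH 7.5/NaCl/DTT/BSA buffer.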
MBNL1-CUG inh = qHTS Assay for Inhibitors of MBNL1-poly(CUG) RNA binding. Muscleblind-like protein 1 (Homo sapiens), Q9NR56. TR-FRET MBNL1-His/biotin-(CUG)12 binding, 665/545 ratio. Potency, µM (doses to about 57.5 µM), for the others: at the top dose activity change, negative = inhibition, most hits filed as inhibitors. 280,000 tested, 0.036% active. AID 2675, 2010; active = well fitted inhibition curve with a large enough effect in the signal ratio, with a control signal flat, not every such curve was filed as active; inconclusive = small, poorly fitted or top-dose-only effect, or effect the other way, or a change in a side signal; inactive = no such curve, though single readings can be large or run the other way; the % refers to the signal ratio; note: potency is the fitted concentration of half-maximal effect; % is set by controls: 0 for no effect and ±100 for the full control effect
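MBNL1-His + Biotin-(CUG)12, cpd titration 92 nM–58 uM; Tb anti-His Ab 0.055 ng/ul, SA-XL665 5 nM (final); 60 min RT; ratiometric 665/545 nm, Ex 340 nm; normalized to buffer and full-complex controls.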
TRPV1 ag = HTS Assay for Compounds that Act as Agonists of the Vanilloid Receptor 1; Transient receptor potential cation channel subfamily V member 1 (Homo sapiens), Q8NER1; TRPV1-expressing cells, Fluo-8 calcium influx, agonist mode; activation, % at 8.33 µM; 320,000 tested, 0.19% active; AID 540275, 2011; in the data active = activation above about 80%; inconclusive = between about 30% and that limit; note: 0% is about no effect
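Fluo-8 calcium influx in TRPV1-expressing cells, kinetic read (ex 480/em 520 nm). Compound added and read 3 min for agonist activity, followed by capsaicin at EC20 final and 2 min further read for enhancement.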
An asterisk follows results filed as active. Unless noted, calls come from the whole dose curve; as a rule, active = well fitted curve in the direction sought with a large enough effect; inconclusive = small, poorly fitted or top-dose-only effect, or another doubt; inactive = no such curve, though single readings can be large; an effect the other way counts as inactive or inconclusive.

What do the screens show for `CC(C)(C)c1cc(CCC(=O)N2CCNCC2)c(C(C)(C)C)cc1O`?
KCNH2 WT inh: 1.9; A-T KAP1 phos: 2.6%; FBPA coupling cs: 2.2; ASM inhibitor: -9.2%; KCNH2 3.1 inh: -5.4; a7 integrin act: 25.6%; GALK inhibitor: 2.4%; MLL CXXC-DNA inh: 3.3%; MBNL1-CUG inh: -3.0%; TRPV1 ag: 12.5

How did CCCNC(=O)Nc1nnc(C2CC2)s1 do in these assays?
KCNH2 WT inh: -22.1; A-T KAP1 phos: 1.3%; FBPA coupling cs: 2.0; ASM inhibitor: -1.2%; KCNH2 3.1 inh: -6.8; a7 integrin act: -0.4%; GALK inhibitor: 0.3%; MLL CXXC-DNA inh: -14.0%; MBNL1-CUG inh: -4.9%; TRPV1 ag: -2.5

Results for CC(=O)OCC#CCSc1nc2ccccc2n1C ?
KCNH2 WT inh: -14.2; A-T KAP1 phos: 18.5%; FBPA coupling cs: 2.0; ASM inhibitor: 2.1%; KCNH2 3.1 inh: -10.0; a7 integrin act: -8.4%; GALK inhibitor: 2.0%; MLL CXXC-DNA inh: 7.7%; MBNL1-CUG inh: 4.1%; TRPV1 ag: 3.0

What do the screens show for `CC(C)Cc1nnc(NC(=O)CSc2nc(O)c(Cc3ccccc3)c(=O)[nH]2)s1`?
KCNH2 WT inh: 9.1; A-T KAP1 phos: -0.1%; FBPA coupling cs: 5.7; ASM inhibitor: -3.4%; KCNH2 3.1 inh: 2.1; a7 integrin act: -0.9%; GALK inhibitor: 3.2%; MLL CXXC-DNA inh: inconclusive; MBNL1-CUG inh: -3.1%; TRPV1 ag: -5.5

How did COc1ccc(NC(=S)NC(=O)CC(C)C)c(OC)c1 do in these assays?
KCNH2 WT inh: 0.3; A-T KAP1 phos: -2.7%; FBPA coupling cs: 0.8; ASM inhibitor: -3.2%; KCNH2 3.1 inh: -15.5; a7 integrin act: -18.5%; GALK inhibitor: -1.5%; MLL CXXC-DNA inh: 8.8%; MBNL1-CUG inh: 4.6%; TRPV1 ag: 1.1

Results for CCCc1nc(SCC(=O)c2ccc3c(c2)NC(=O)CO3)[nH]c(=O)c1CC ?
KCNH2 WT inh: 4.3; ASM inhibitor: -3.3%; KCNH2 3.1 inh: 25.0; a7 integrin act: inconclusive

Four successive records already listed:
What do the screens show for `CC(C)(C)c1cc(CCC(=O)N2CCNCC2)c(C(C)(C)C)cc1O`?
KCNH2 WT inh: 1.9; A-T KAP1 phos: 2.6%; FBPA coupling cs: 2.2; ASM inhibitor: -9.2%; KCNH2 3.1 inh: -5.4; a7 integrin act: 25.6%; GALK inhibitor: 2.4%; MLL CXXC-DNA inh: 3.3%; MBNL1-CUG inh: -3.0%; TRPV1 ag: 12.5

How did CCCNC(=O)Nc1nnc(C2CC2)s1 do in these assays?
KCNH2 WT inh: -22.1; A-T KAP1 phos: 1.3%; FBPA coupling cs: 2.0; ASM inhibitor: -1.2%; KCNH2 3.1 inh: -6.8; a7 integrin act: -0.4%; GALK inhibitor: 0.3%; MLL CXXC-DNA inh: -14.0%; MBNL1-CUG inh: -4.9%; TRPV1 ag: -2.5

Results for CC(=O)OCC#CCSc1nc2ccccc2n1C ?
KCNH2 WT inh: -14.2; A-T KAP1 phos: 18.5%; FBPA coupling cs: 2.0; ASM inhibitor: 2.1%; KCNH2 3.1 inh: -10.0; a7 integrin act: -8.4%; GALK inhibitor: 2.0%; MLL CXXC-DNA inh: 7.7%; MBNL1-CUG inh: 4.1%; TRPV1 ag: 3.0

What do the screens show for `CC(C)Cc1nnc(NC(=O)CSc2nc(O)c(Cc3ccccc3)c(=O)[nH]2)s1`?
KCNH2 WT inh: 9.1; A-T KAP1 phos: -0.1%; FBPA coupling cs: 5.7; ASM inhibitor: -3.4%; KCNH2 3.1 inh: 2.1; a7 integrin act: -0.9%; GALK inhibitor: 3.2%; MLL CXXC-DNA inh: inconclusive; MBNL1-CUG inh: -3.1%; TRPV1 ag: -5.5

Screening data from PubChem.
